# Bioassay records (PubChem BioAssay)
# ERG-DNA inh: ERG Ets/DNA interaction inhibition; P11308; fluorescence polarization, His-ERG Ets domain / labelled DNA; Potency, µM (highest dose often 76.9 µM), for the others: at the highest dose FP activity, negative = inhibition, usual class: inhibitors; hit rate 0.028% among 370,000; AID 624246; active = well fitted inhibition curve with a large enough effect in the polarisation, with a control signal flat; inconclusive = small, poorly fitted or top-dose-only effect, or effect the other way, or a change in a side signal; inactive = no such curve, though single readings can be large or run the other way; the % refers to the polarisation;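 also: polarization taken with two DNA probes labelled with fluorescein and Texas red; potency is read from the fitted curve at half-maximal effect; % of control where 0% means no effect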
#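 His-tagged ERG Ets domain (1 uM in the protein solution; 300mM KCl, 50mM Tris-HCl, 1mM EDTA, 1mM DTT, pH 7.5) received compound, then a probe mix of 5 nM fluorescein-DNA and 100nM Texas-615-DNA. Fluorescence polarization was read for both dyes.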
# POLB inh: inhibitors of human DNA polymerase beta | P06746 | Pol beta primer extension/strand displacement, fluorescence kinetic | hit rate 1.3% among 340,000 | Potency, µM (highest dose often 114 µM), inactives show top-dose activity change, negative = inhibition, actives largely listed as inhibitors | AID 485314; also: potency is read from the fitted curve at half-maximal effect; % is scaled to controls: 0 for no effect and ±100 for the full control effect
#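 Reaction started by 50 nM substrate onto compound-treated Pol beta (10 nM, 15 min preincubation, room temperature); plates read at 0 min and 10 min. Normalized concentration-effect data fitted by four-parameter Hill equation.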
# 12-LOX inh: blocks human arachidonate 12S-lipoxygenase | P18054 | Potency, µM (titrated, usually from 108 µM), for the others: at the top dose activity change, negative = inhibition, usual class: inhibitors | purified 12hLO, xylenol orange hydroperoxide absorbance | hit rate 1.1% among 580,000; also: potency is read from the fitted curve at half-maximal effect; % is scaled to controls: 0 for no effect and ±100 for the full control effect
# Target sequence (P18054 whole entry, looked up): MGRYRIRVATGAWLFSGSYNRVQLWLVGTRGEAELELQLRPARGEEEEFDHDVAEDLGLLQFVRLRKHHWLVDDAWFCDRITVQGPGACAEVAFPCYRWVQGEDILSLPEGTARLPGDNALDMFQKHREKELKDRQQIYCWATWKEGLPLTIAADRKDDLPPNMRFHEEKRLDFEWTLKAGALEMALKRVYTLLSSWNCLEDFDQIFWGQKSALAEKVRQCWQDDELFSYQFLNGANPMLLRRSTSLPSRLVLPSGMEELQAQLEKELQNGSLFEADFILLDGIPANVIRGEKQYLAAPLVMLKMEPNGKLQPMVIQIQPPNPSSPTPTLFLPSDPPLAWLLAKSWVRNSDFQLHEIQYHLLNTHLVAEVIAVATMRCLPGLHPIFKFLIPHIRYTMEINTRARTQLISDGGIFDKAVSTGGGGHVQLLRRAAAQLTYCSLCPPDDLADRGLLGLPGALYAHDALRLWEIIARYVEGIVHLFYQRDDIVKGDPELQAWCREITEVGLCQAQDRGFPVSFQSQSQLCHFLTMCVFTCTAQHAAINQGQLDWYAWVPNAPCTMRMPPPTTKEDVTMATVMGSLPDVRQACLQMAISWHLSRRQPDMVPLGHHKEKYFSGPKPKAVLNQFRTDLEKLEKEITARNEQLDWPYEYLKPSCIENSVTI
#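 Purified human 12hLO (150 nM final) in 25 mM Hepes, 0.01% Triton X-100, pH 7.0 was preincubated 15 min at room temperature with compound. Then 40 uM arachidonic acid was added, 30 min. Hydroperoxide was read by Fe-XO absorbance ratio 573/405 nm.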
# POLK inh: blocks human DNA polymerase kappa activity. hit rate 0.53% among 400,000. purified Pol kappa, fluorescent DNA synthesis assay, 10 min. Q9UBT6. Potency, µM (highest dose often 107 µM), for inactives: top-dose activity, negative = inhibition, actives largely listed as inhibitors; also: potency is read from the fitted curve at half-maximal effect; % is scaled to controls: 0 for no effect and ±100 for the full control effect
#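 Kinetic fluorescence readout at 0 and 10 min followed reaction start with substrate at 50 nM final. Beforehand, enzyme (10 nM Pol kappa) stood 15 min with compound at room temperature; buffer-only wells were negative controls.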
# Pol eta inh: blocks human DNA polymerase eta activity. hit rate 1.2% among 390,000. Potency, µM (titrated, usually from 114 µM), inactives show at the highest dose activity change, negative = inhibition, usual class: inhibitors. recombinant Pol eta, fluorescent DNA replication assay. Q9Y253; also: potency is read from the fitted curve at half-maximal effect; % is scaled to controls: 0 for no effect and ±100 for the full control effect
#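 Fluorescent replication assay: 50 nM final substrate added after a 15 min room-temperature compound preincubation with 10 nM enzyme. Signal taken at 0 min and again at 10 min.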
# APEX1 inh: APE1 (human) endonuclease inhibition; recombinant APE1, TAMRA/BHQ-2 abasic DNA cleavage fluorescence; Potency, µM (titrated, usually from 65.8 µM), without a hit: at the highest dose activity change, negative = inhibition, actives largely listed as inhibitors; hit rate 0.35% among 350,000;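 also: potency is read from the fitted curve at half-maximal effect; plate controls were vehicle for no effect and reference inhibitor for full effect; nearly all actives have a fitted effect of over 55% in size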
#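 APE1 at 0.75 nM preincubated 15 min at room temperature with compound. Reaction then started with 50 nM double-stranded THF-abasic substrate labelled with TAMRA/BHQ-2, and 525/598 nm fluorescence read kinetically. Activity taken as third-minus-first read difference, normalized to DMSO and NSC13755 controls.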
# LDHA inh: inhibitors of human lactate dehydrogenase A | P00338 | purified LDHA, NADH/diaphorase-resazurin fluorescence; stronger effect = lower value | activity change, % (values are at about 110 or 230 µM) | hit rate 0.15% among 480,000; in the data active = activity change below about -30%; inconclusive = mostly about -25% to -30%;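 also: plate controls were DMSO wells for no effect and wells without enzyme for full effect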
#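 Resorufin fluorescence (ex540/em590), read at 0 and 20 min after diaphorase/resazurin addition, reports the NADH left after a 5 min room-temperature reaction of 2 nM human LDH5 with 0.06 mM NADH and 0.2 mM pyruvate.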
# RGS4 inhibitor: inhibitors of human regulator of G protein signaling 4; hit rate 0.039% among 390,000; Transcreener GDP fluorescence polarization, RGS4-accelerated GTP hydrolysis; P49798; Potency, µM (doses to about 114 µM), for inactives: at the top dose activity change, negative = inhibition, usual class: inhibitors; AID 504845; also: potency is read from the fitted curve at half-maximal effect; % is scaled to controls: 0 for no effect and ±100 for the full control effect; nearly all actives have a fitted effect of over 75% in size; some results filed as inactive show a strong effect at the top dose
# Target sequence (P49798 whole entry, looked up): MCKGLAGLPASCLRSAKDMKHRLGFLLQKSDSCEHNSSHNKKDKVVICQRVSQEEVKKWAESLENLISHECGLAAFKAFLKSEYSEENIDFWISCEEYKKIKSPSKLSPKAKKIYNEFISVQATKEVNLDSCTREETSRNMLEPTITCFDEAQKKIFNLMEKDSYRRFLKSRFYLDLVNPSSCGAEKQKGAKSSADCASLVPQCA
#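 MLSMR compounds (23 nl, pin-transferred) preincubated 10 min at room temperature with a 500nM (2x) first reagent, then RGS4 at 900nM (2x) plus Transcreener GDP mix added; fluorescence polarization (620/688 nm) read before and after 90 min at 30 °C.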
# Apoferritin bind: binds horse apoferritin like a general anesthetic; hit rate 0.074% among 350,000; AID 485281; P02791; Potency, µM (titrated, usually from 77.5 µM), inactives show at the highest dose activity change, negative = displacement, hits mostly inhibitors; apoferritin/1-aminoanthracene competitive binding, fluorescence; also: potency is read from the fitted curve at half-maximal effect; % is scaled to controls: 0 for no effect and ±100 for the full control effect; nearly all actives have a fitted effect of over 20% in size
# Target sequence (P02791 2-175 limits assumed): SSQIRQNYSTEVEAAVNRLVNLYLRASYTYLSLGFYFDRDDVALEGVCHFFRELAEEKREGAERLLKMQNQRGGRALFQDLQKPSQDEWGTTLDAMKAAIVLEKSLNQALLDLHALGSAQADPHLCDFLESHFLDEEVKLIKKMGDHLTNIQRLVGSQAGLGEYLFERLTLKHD
#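 Probe: 1-aminoanthracene (50% saturated, PBS). Protein: horse-spleen apoferritin, 10 uM. Incubation: 10 min, room temperature. Detection: 380 nm excitation, 535 nm emission. Analysis: normalized response, four-parameter Hill.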
# Starred values were filed as active, the others as inactive; u = inconclusive; x = no result given; & = joins results of further samples; [ ] = dose if it differs, or a comment. Unless noted, calls follow the shape of the dose curve; as a rule, active = well fitted curve in the direction sought with a large enough effect; inconclusive = small, poorly fitted or top-dose-only effect, or another doubt; inactive = no such curve, though single readings can be large; an effect the other way counts as inactive or inconclusive.
# Start of the listing, in advance, 5 compounds:
no.	SMILES	ERG-DNA inh	POLB inh	12-LOX inh	POLK inh	Pol eta inh
1	CC(C)=C1C2CCC1C1C(=O)N(c3nc(-c4ccccc4)c(C)s3)C(=O)C21 (centres undefined)	-1%	2%	-25%	-10%	-15%
2	COC(=O)c1c(NC(=O)CSc2nnc(-c3ccco3)n2C)sc(C)c1C	-14%	1%	-21%	-1%	14%
3	COc1ccc(C)cc1NC(=O)CN1C(=O)C(=O)N(C2CCCC2)C1=O	-5%	x	-4%	5%	5%
4	NC(=O)C1CCN(C(=O)C2CC(=O)N(c3ccc4c(c3)OCCO4)C2)CC1 (centres undefined)	-1%	x	8%	9%	-5%
5	CC1N(O)C(c2ccc(Cl)cc2Cl)N(O)C1(C)C (centres undefined)	12%	35%	1%	7%	-19%

no.	APEX1 inh	LDHA inh	RGS4 inhibitor	Apoferritin bind
1	18%	-4	3%	3%
2	2%	-2	u	1%
3	-12%	-14	23%	x
4	5%	1	11%	x
5	17%	-2	-20%	u

# All compounds of this part, from the first entry:
no.	SMILES	ERG-DNA inh	POLB inh	12-LOX inh	POLK inh	Pol eta inh
1	CC(C)=C1C2CCC1C1C(=O)N(c3nc(-c4ccccc4)c(C)s3)C(=O)C21 (centres undefined)	-1%	2%	-25%	-10%	-15%
2	COC(=O)c1c(NC(=O)CSc2nnc(-c3ccco3)n2C)sc(C)c1C	-14%	1%	-21%	-1%	14%
3	COc1ccc(C)cc1NC(=O)CN1C(=O)C(=O)N(C2CCCC2)C1=O	-5%	x	-4%	5%	5%
4	NC(=O)C1CCN(C(=O)C2CC(=O)N(c3ccc4c(c3)OCCO4)C2)CC1 (centres undefined)	-1%	x	8%	9%	-5%
5	CC1N(O)C(c2ccc(Cl)cc2Cl)N(O)C1(C)C (centres undefined)	12%	35%	1%	7%	-19%
6	COc1ccc(-c2nn(-c3ccccc3C)cc2CNC(C)Cn2cncn2)cc1F (centres undefined)	11%	-10%	-6%	5%	1%
7	NC(=O)NC(=O)CN1C(=O)NC2(CCOc3ccccc32)C1=O (centres undefined)	-5%	99%	-1%	-8%	-6%
8	CC(C)CCNC(=S)Nc1ccc(F)cc1	-17%	x	-22%	3%	11%
9	COc1ccc2nc(SCC(=O)NCCc3ccccc3)[nH]c2c1	-3%	-8%	150%[activator]	5%	-24%
10	Cc1cccc(N2CCN(C(=O)Nc3cn(CC(C)C)c(=O)c4ccccc34)CC2)c1C	-3%	1%	-6%	-19%	-12%
11	CNS(=O)(=O)c1cc(-c2nn3c(C)nnc3c3ccccc23)ccc1C	0%	-19%	-3%	-3%[60.1 µM]	-13%
12	Cc1ccc(C)n1-c1nnc(N2CCCC(C(=O)Nc3ccc(C(C)C)cc3)C2)s1 (centres undefined)	-3%	2%	u	-5%	-15%
13	CC(C)(C)c1ccc(C(=O)NCC(=O)N/N=C/c2cccnc2)cc1	3%	25%	-27%	-3%	-3%
14	CC(C)CNC(=O)C1CCCN1S(=O)(=O)c1ccc(Cl)cc1 (centres undefined)	-6%	16%	5%	-13%	-7%
15	Cc1ccc(N2C(=O)c3ccc(C(=O)N4CCN(c5cccc(C)c5C)CC4)cc3C2=O)cc1	-7%	-11%	0%	-13%	-19%

no.	APEX1 inh	LDHA inh	RGS4 inhibitor	Apoferritin bind
1	18%	-4	3%	3%
2	2%	-2	u	1%
3	-12%	-14	23%	x
4	5%	1	11%	x
5	17%	-2	-20%	u
6	3%	-4	18%	-5%
7	11%	5	0%	-10%
8	x	-8	33%	x
9	-3%	-6	3%	-11%
10	x	5	7%	1%
11	x	-4	10%	3%
12	x	-11&3	-8%	u
13	18%	-11	2%	0%
14	-5%	-2	32%	-2%
15	9%	-3	-29%	7%

# Next section
no.	SMILES	ERG-DNA inh	POLB inh	12-LOX inh	POLK inh	Pol eta inh
16	CCOC(=O)c1sc2cccc(F)c2c1S(=O)(=O)NCc1ccccc1Cl	-1%	-1%	-19%	2%	-19%
17	COc1ccc(N2CCN(C(=O)CNC(=O)c3ccc4ccccc4c3)CC2)cc1	20%	x	358%[activator]	0%	-19%
18	COCCNC(=O)C1(C)Oc2ccccc2NC1=O (centres undefined)	11%	9%	57%[activator]	-5%	-8%
19	COC(=O)[C@]1(Cc2ccccc2)N[C@H](CN(C)S(=O)(=O)c2ccc(C(F)(F)F)cc2)[C@@H]2C(=O)N(Cc3ccccc3)C(=O)[C@@H]21	2%	x	71%[activator]	-15%	-21%
20	COc1cc(C(=O)OC(C)CN2CCN(C)CC2)cc(OC)c1OC (centres undefined)	-6%	4%	149%[activator][57.4 µM]	-6%	3%
21	COc1ccc(C(=O)NCC(=O)OCC(=O)N(C)c2ccccc2)cc1	-3%	3%	10%	-7%	-2%
22	CCOC(=O)C1=C(COC(=O)/C=C/c2cccc(F)c2)NC(=O)NC1C (centres undefined)	-6%	x	-7%	-5%	-15%
23	CC(=O)c1cccc(NC(=O)C2CCCN(S(=O)(=O)c3cccc4nonc34)C2)c1 (centres undefined)	-5%	49%	u	-12%	-12%
24	O=C(NC1CC1)C1CCN(C2CCN(C(=O)CC3=CCCCC3)CC2)CC1	-9%	6%	2%	-9%	-10%
25	Cc1ccc(S(=O)(=O)Nc2cc(=O)[nH]c(SCC(=O)Nc3ccccc3C(F)(F)F)n2)cc1	0%	22%	-18%	-8%	-14%
26	COc1ccc(NS(=O)(=O)c2c(C)[nH]c(=O)[nH]c2=O)cc1OC	0%	12%	31%	-15%	-8%
27	COc1cccc2c3c(c(C)nc12)CCN3c1ccccc1	3%	-26%	-10%	u	-16%
28	NC(=O)C1CCCN1 (centres undefined)	3%	36%[activator]	5%	-7%	-15%
29	O=S(=O)(Cc1ccc(Cl)cc1)CC(O)COCc1ccccc1 (centres undefined)	x	-10%	0%[57.4 µM]	4%	-10%
30	CCCCCCCCCCCCC(NC(C)=O)(C(=O)OCC)C(=O)OCC	-3%	-23%	23%	-7%	6%

no.	APEX1 inh	LDHA inh	RGS4 inhibitor	Apoferritin bind
16	x	3	-32%	u
17	33%	2	12%	x
18	5%	-1	-31%	0%
19	-20%	-6	-9%	x
20	5%	-3	31%[11.4 µM]	-8%
21	-2%	-10	-5%	6%
22	26%	-10	11%	x
23	3%	3	-17%	-2%
24	15%	-4	-6%	-4%
25	-20%	-3	-1%	-8%
26	12%	0	0%	-9%
27	-4%	2	-25%	83%[activator]
28	-1%	-3	-9%	-1%
29	0%	1	-11%	-10%
30	-5%	-1	4%[56.9 µM]	-2%

# (more compounds)
no.	SMILES	ERG-DNA inh	POLB inh	12-LOX inh	POLK inh	Pol eta inh
31	CC(C)CC(=O)Nc1ncc([N+](=O)[O-])s1	15%	10%	u	-9%	u
32	O=C1NC(c2cccs2)Nc2sc3c(c21)CCCC3 (centres undefined)	2%	3%	u	-18%	u
33	CCOC(=O)c1c(NC(=O)c2cc(C(C)C)on2)sc(C(C)=O)c1C	-1%&-5%	4%&16%	-6%&0%	7%&-5%	-8%&-6%
34	CCO[C@@H]1OC(C(=O)O)=C[C@H](C2CC2)[C@H]1CCCO	-8%	-1%	-9%	5%	-6%
35	Cc1nc2ncnn2c(N2CCC(C(=O)NCC3CCCO3)CC2)c1Cc1ccccc1 (centres undefined)	-7%	x	-18%	-6%	0%
36	Cc1cccc(C)c1OCC(=O)Nc1nc(-c2ccc(Br)cc2)ns1	0%	-4%	u	-6%	-21%
37	COc1cc(OC)cc(-c2nnc(NC(=O)c3ccc4c(c3)OCCO4)o2)c1	-7%	9%	6%	-2%	-8%
38	Cc1cccc(-c2nc3c(cnn3-c3ccccc3)c(=O)n2-c2cccc(Cl)c2)c1	1%	2%	-26%	-27%	-7%
39	CCCCN(C(=O)CCC(=O)O)C1CC(=O)N(c2ccc(OCCC)cc2)C1=O (centres undefined)	-7%	7%	33%[activator]	8%	-7%
40	COc1ccc(-c2ccc3c(N)c(C(=O)NCc4ccc(C)cc4)sc3n2)cc1	-5%	1%	-8%	2%	-4%
41	CCOC(=O)c1c(NC(C)=O)sc2c(OCC(O)CN(CC)CC)c(Br)ccc12 (centres undefined)	-6%	u	-9%	-12%	-4%
42	COc1cccc2cc(-c3csc(CCn4nc(C)cc4C)n3)c(=O)oc12	-1%	-2%	u	-16%	u
43	CN(CCO)c1ccc(C(C(=O)c2ccccc2)c2ccc(N(C)CCO)cc2)cc1	10%	x	u	-11%	-8%
44	CNc1nc(Nc2ccc(Br)cc2)nc(N)c1[N+](=O)[O-]	2%	29%	1%	-14%	u

no.	APEX1 inh	LDHA inh	RGS4 inhibitor	Apoferritin bind
31	-19%	2	u	-11%
32	u	12	-2%	-5%
33	-1%	-4&-16	u	3%&-5%
34	20%	-2	-10%	1%
35	x	-7	7%	x
36	x	-2	2%	-7%
37	18%	-1	-3%	-1%
38	x	-3	-22%	-3%
39	0%	-6	-16%	-5%
40	x	-13	12%	56%[activator]
41	u	-1	23%	-10%
42	-4%	-8	-7%[11.4 µM]	-21%
43	3%	0	5%	x
44	1%	-4	20%	2%

# The list is partial (hit frequency here may not be typical).
